Screens as filed in PubChem.
aDG glyco up = increases alpha dystroglycan glycosylation. Pro5-aDG cells, alpha-DG glycosylation AlphaScreen (IIH6); 0% Pro5, 100% B10-LARGE cell signal. activation, % at 10 µM. 360,000 compounds, 0.22% hits;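 active means activation of at least 8% versus controls, or a plate z-score of at least 8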;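 further: Pro5 are CHO cells carrying HIG-tagged alpha-DG that lacks glycosylation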
Granule exo inh = blocks lytic granule exocytosis; TALL-104 LAMP-1 surface exposure, flow cytometry; cells stimulated with thapsigargin and PMA; inhibition, % at 10 µM; 360,000 compounds, 0.66% hits; AID 651702;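 active means inhibition above about 55%, limit read from the data; inconclusive means no clear call, values can overlap the other calls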
TRPM1 prom inh = inhibitors of MITF-driven TRPM1 promoter in melanoma cells | SK-MEL-5 TRPM1 promoter luciferase, 24 h | AID 488899 | 330,000 compounds, 0.83% hits | inhibition, % at 12.5 µM;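 active means mean inhibition across replicates of 60% or more, whatever share of single replicates reaches that level; inconclusive means some that reach 60%, reason not given; inactive means mean inhibition across replicates below 60%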; further: values of inactives mirror those of a sister screen read the other way
CaV13 ICDI inh = Primary screen for inhibitors of IQ motif and Ca2+-dependent inactivation inhibitor domain binding in CACNA1D, Förster resonance energy transfer in living cells, …; HEK cells, CFP/YFP FRET ICDI-IQ, plate reader, 10 min; percent FRET-ratio fall versus neutral wells; inhibition, % at 12.3 µM; AID 743397; 340,000 compounds, 0.098% hits;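 active means mean replicate inhibition of at least 30% and at least 1% of replicates passing that level; inconclusive means only one of the two criteria is met; inactive means neither criterion is met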;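 further: 0% = median of the neutral control wells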
Peg3 promoter = inhibitors of Peg3 promoter. HeLa PEG-Prom luciferase reporter, luminescence, overnight. inhibition, % at 20 µM. 360,000 compounds, 1.7% hits;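 active means inhibition of at least 50% at 20 µM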
PDI inh = blocks human protein disulfide isomerase activity; P07237; PDI insulin aggregation turbidity, A650, 90 min; inhibition, % at 10 µM; 350,000 compounds, 0.052% hits; AID 588391;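 active means mean inhibition across replicates of 30% or more, whatever share of single replicates reach that level; inconclusive means mean inhibition below 30% while every single replicate reaches 30%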;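 further: absorbance from insulin aggregation driven by PDI reduction with DTT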
Target sequence (P07237 whole entry, looked up): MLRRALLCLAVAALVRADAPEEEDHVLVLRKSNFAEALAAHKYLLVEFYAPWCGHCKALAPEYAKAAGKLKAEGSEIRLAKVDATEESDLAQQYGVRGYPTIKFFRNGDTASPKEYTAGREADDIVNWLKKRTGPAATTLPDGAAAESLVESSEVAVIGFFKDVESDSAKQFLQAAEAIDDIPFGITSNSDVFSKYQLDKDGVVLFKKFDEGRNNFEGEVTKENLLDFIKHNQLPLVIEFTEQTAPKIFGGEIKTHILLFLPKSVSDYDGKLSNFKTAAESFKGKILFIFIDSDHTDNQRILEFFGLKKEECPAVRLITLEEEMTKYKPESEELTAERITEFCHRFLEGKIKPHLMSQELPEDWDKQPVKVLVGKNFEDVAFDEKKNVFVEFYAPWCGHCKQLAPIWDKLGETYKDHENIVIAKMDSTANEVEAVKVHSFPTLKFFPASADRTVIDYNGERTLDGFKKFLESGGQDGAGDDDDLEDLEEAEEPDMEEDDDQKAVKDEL
NR2E3 ag-1 = agonists of human NR2E3 nuclear receptor; Q9Y5X4; CHO-S Gal4-NCOR/VP16-NR2E3 two-hybrid, luciferase; inhibition of corepressor binding, % at 3.98 µM; 360,000 compounds, 0.35% hits; AID 602229;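 active means inhibition above the mean of all tested compounds plus 3 SD, cut at about 70% in these data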;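 further: 0% = DMSO with NR2E3 transfected cells and 100% = cells lacking NR2E3 construct; higher means lower luciferase signal from less NR2E3 corepressor binding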
Target sequence (Q9Y5X4 whole entry, looked up, the tested form may be a part): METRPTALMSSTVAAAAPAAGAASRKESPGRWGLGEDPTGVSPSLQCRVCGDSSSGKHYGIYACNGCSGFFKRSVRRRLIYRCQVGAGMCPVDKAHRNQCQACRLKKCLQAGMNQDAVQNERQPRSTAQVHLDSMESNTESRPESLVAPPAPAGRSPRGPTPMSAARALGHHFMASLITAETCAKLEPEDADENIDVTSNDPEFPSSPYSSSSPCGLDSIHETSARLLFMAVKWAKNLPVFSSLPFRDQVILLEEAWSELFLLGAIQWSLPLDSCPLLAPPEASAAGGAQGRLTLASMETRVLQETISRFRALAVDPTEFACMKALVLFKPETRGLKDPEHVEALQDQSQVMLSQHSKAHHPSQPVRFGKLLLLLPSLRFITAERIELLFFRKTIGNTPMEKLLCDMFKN
HIF-2a inh = inhibitors of HIF-2a; AID 624352; inhibition, % at 18.8 µM; 360,000 compounds, 0.72% hits; 786-0 RCC cells HIF-2a reporter, luciferase luminescence, overnight;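 active means inhibition of the luminescence signal of 40% or more relative to plate controls, in a single-dose primary screen at 18.75 µM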
iPSC survival up = enhancers of human iPSC single-cell survival; hiPSC single-cell survival, ATPlite luminescence; 100% = ROCK inhibitor wells, 0% = DMSO; 360,000 compounds, 0.044% hits; survival enhancement, % at 20 µM; AID 602274; in the data active means survival enhancement above about 18%;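 further: cells exposed to compounds for 16 hours before the ATP read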
Vif inh = HIV Vif inhibition. HEK293T cells, Vif self-association by quenched fluorescence, imaging, 24 h. inhibition, % at 7.49 µM. 340,000 compounds, 0.35% hits. AID 602346; in the data active means inhibition above about 50%, passing the limit was not always enough; inconclusive means no clear call, values can overlap the other calls; inactive means below about 31%; further: some results filed as inactive read as strong as hits
NR2E3 ag-2 = agonists of human nuclear receptor NR2E3; inhibition of corepressor binding, % at 4.78 µM; 320,000 compounds, 0.12% hits; GST-NR2E3/biotin-RetCOR TR-FRET, 1536-well; AID 2300;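 active means percent inhibition above the cutoff of mean plus 3 SD of all tested compounds, set per screening campaign, cut at about 20% in these data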;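 further: 0% = DMSO wells and 100% = biotin wells as full block of FRET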
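system = GST-tagged NR2E3 plus biotinylated RetCOR corepressor | input = 1.35 nM GST-NR2E3 | also added = 7 nM biotin-RetCOR | schedule = 5 h incubation at 4 °C | measured by = TR-FRET with europium anti-GST and streptavidin-D2, 340 nm excitation | read-out = percent loss of FRET ratio relative to control wells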
Numbers without * were called inactive; ? = inconclusive; . = no result given.

Results follow in this order: aDG glyco up, Granule exo inh, TRPM1 prom inh, CaV13 ICDI inh, Peg3 promoter, PDI inh, NR2E3 ag-1, HIF-2a inh, iPSC survival up, Vif inh, NR2E3 ag-2
1. CCN(CC)C(=O)[C@H]1C[C@H](CC(=O)NCCCOC)C(=O)N2CCc3c([nH]c4cc(-c5ccco5)ccc34)[C@]12C
  0.3, -1, -8, -6, 3, 4, 3, 2, 4.3, -4, .
2. Cc1nn(-c2cccc(C(F)(F)F)c2)c(Cl)c1/C=N/n1cnnc1
  0.2, -3, 10, ., 21, 2, -10, -3, 2.0, 6, 2
3. Cc1ccc(NC(=O)CSCC(=O)N(C)CC(=O)Nc2c(C)cccc2C)cc1
  0.6, -8, ., -6, 7, 0, 22, 13, -0.8, -7, .
4. O=C(Nc1ccccc1Cl)C1CC(=O)N(c2ccccc2)C1 (stereo unspecified)
  0.0, -4, -4, -5, 5, 0, -16, 15, -0.9, 8, 3
5. COC(=O)c1ccc(NC(=S)NC2CC3CCC2C3)cc1 (stereo unspecified)
  -0.2, 2, -60, -4, -194, 14, -81, -37, -1.3, 5, -4
6. CC(C)Cc1ccc(S(=O)(=O)N2CCN(c3ccccn3)CC2)cc1
  -0.1, -18, 9, -4, 12, -8, -20, 14, -0.1, 11, 9
7. COc1ccccc1Cn1c(SCC(N)=O)nc2c(oc3ccccc32)c1=O
  0.7, -3, -2, 0, 24, 6, 22, 34, 1.3, -3, .
8. CC(CNCC1CCCO1)COc1ccccc1 (stereo unspecified)
  0.0, -2, 11, -3, -21, -3, -9, -8, -1.8, 14, 0
9. C1=C(c2ccccc2)CCN(c2nc3ccccc3n3cnnc23)C1
  -0.3, 12, -9, -7, -12, 4, -4, 4, 0.1, -13, 2
10. Cc1cc(C)c(NC(=O)C2CC(=O)N(C3CCCC3)C2)c(C)c1 (stereo unspecified)
  -0.2, -2, -6, -6, 9, -1, 5, 4, -0.1, 22, .
11. Cc1ccc(NC(=S)NCc2cccs2)c(C)c1
  0.3, 0, -3, -4, -4, -8, -8, -39, -1.1, -5, -2
12. CC1CC(=S)Nc2ccccc2N1Cc1ccccc1 (stereo unspecified)
  0.0, -6, 5, -4, 55*, 2, -13, 12, -1.6, 3, 3
13. COc1ccc(/C=N/NC(=O)Cn2cnc3c2c(=O)n(C)c(=O)n3C)cc1
  0.0, -19, -3, -4, 15, -1, 1, 14, -0.6, 2, -1
14. C/C(CC(=O)NCc1ccccc1)=N\NC(N)=S
  0.2, 2, -3, -5, 12, 3, -4, 9, 0.8, -1, 4
15. COc1c(C)cc(C(=O)C2CCCN(S(=O)(=O)N(C)C)C2)cc1C (stereo unspecified)
  0.0, -16, 8, -5, 17, -3, -35, 10, -0.1, 1, 2
16. COc1ccc(CC(=O)NCc2n[nH]c(=S)n2-c2ccc(Br)cc2)cc1
  -0.1, -5, 3, -5, 10, 11, -2, 22, -2.1, 5, 0
17. CC1CN(C2=N/C(=C/c3ccc4c(c3)OCO4)C(=O)N2)CC(C)O1 (stereo unspecified)
  -0.5, 0, 5, -2, 12, -3, -8, 20, -0.6, -3, -1
18. O=C(N/C(=C\c1cccc(Br)c1)C(=O)N1CCOCC1)c1ccco1
  -0.1, 17, ., -3, -5, 10, -20, 9, 0.1, 7, -3
19. COc1cccc(NC(=O)CN(C)C(=O)CNC(=O)c2ccccc2F)c1
  0.0, -2, 5, -17, 18, -8, -19, 0, 0.8, -9, -2
20. CC(C)(C)c1ccc(C(=O)c2c[nH]c(C(=O)NCc3ccco3)c2)cc1
  0.8, -2, 0, -4, -8, -2, -10, -48, 0.4, -9, -2
21. CC(C)(C)Cc1nnc(NC(=O)CCc2ccccc2)s1
  0.2, -5, -21, -3, -94, -2, 2, -91, 0.2, -1, 2
22. O=C(O)CCSc1nc2ccccc2n1-c1ccccc1
  -0.1, -5, -2, -19, 19, 16, 32, 27, -0.5, 8, -1
23. COc1ccc(C(=O)C2CCCN(Cc3cnc(N4CCOCC4)s3)C2)c(OC)c1 (stereo unspecified)
  0.1, -3, 12, -18, 6, -3, 16, 11, -0.7, -5, 1
24. Cc1ccc(C)c(NCCCCCCCC(=O)O)c1
  -0.2, 0, ., -9, -2, ., -15, 14, 0.2, -6, .
25. COc1ccc(CC(=O)NNC(=O)c2ccc(Br)s2)cc1OC
  -0.3, 20, -5, -5, 6, -10, -14, 9, 5.0, 11, .
26. COc1cc(C(=O)O)nc2ccc([N+](=O)[O-])cc12
  -0.3, 12, -1, 3, 6, 8, -13, 9, 1.0, 29, 0
27. Cc1cc(C(F)F)n2nc(C(=O)Nc3ccccc3Br)nc2n1
  0.1, 3, -20, ., -34, -5, 28, -7, 1.8, -4, -2
28. O=C(C1CCC1)N1CCc2cc(S(=O)(=O)NCCN3CCN(c4ccccc4F)CC3)ccc21
  1.5, -2, 18, ., 18, -2, 61, 9, -1.1, -13, 6
29. c1ccc(CNc2nc(NCC3CC3)nc3cc(-c4ccccc4)sc23)cc1
  2.1, 71*, ., -7, 83*, -99, -5, -78, -0.8, ., .
30. OC(c1ccc(F)cc1)c1nc(-c2ccncc2)cs1 (stereo unspecified)
  0.5, -1, ., -5, -23, -5, 79*, -11, -3.9, -5, .
31. CCOC(=O)c1csc(NC(=O)c2cc(=O)c3ccccc3o2)n1
  -0.2, 2, -22, -2, -98, 0, -36, -146, 5.8, -16, 2
32. Cc1cccc(Nc2ncc3c(n2)CC(C)CC3=O)c1 (stereo unspecified)
  -0.3, -1, -78, -5, -300, -6, -36, -224, -1.0, 6, 1
33. Cc1ccc(NC(=O)CSc2nc(-c3ccco3)cc(C(F)(F)F)n2)cc1C
  0.3, -1, 7, -3, 37, -5, -6, 2, 0.0, -4, 1
34. COc1cc(-c2cc(C(=O)OCC(=O)NC3CC3)c3ccccc3n2)cc(OC)c1OC
  -0.1, 5, 21, -7, 1, 3, 0, 0, -0.1, 6, .
35. CC(CNC(=O)C1CCCCC1C(=O)O)c1ccccc1 (stereo unspecified)
  0.1, -4, 0, -8, -4, 7, 0, 5, 9.2, 10, 3
36. O=C(CSc1nnc(NC2CCCCC2)s1)Nc1ccc(N2CCOCC2)cc1
  -0.2, 1, -24, -7, -53, -6, -16, -112, -1.8, 12, -3
37. CC1CCN(CC(=O)Nc2ccc(S(=O)(=O)N3CCCC(C)C3)cc2)CC1 (stereo unspecified)
  0.2, -1, 8, -1, 18, -10, 2, 17, -0.5, -4, .
38. O=C(NCc1ccc2c(c1)OCO2)c1cc(-c2ccccc2)c(N2CCOCC2)s1
  -0.5, -1, 10, ., 24, 1, 3, 25, -0.3, 14, -1
39. Cc1ccc(C(O)c2ncc(-c3ccc(C(F)(F)F)cc3)[nH]2)cc1F (stereo unspecified)
  0.8, 3, ., -6, 31, 2, 37, 5, -2.5, -4, .
40. CC(C)Oc1ccc(C(=O)NCCNC(=O)c2ccco2)cc1
  -0.1, -4, 0, -3, -27, 9, -23, -43, -0.5, -8, -1
41. O=C(NC1CCCC1)C(c1ccco1)N(C(=O)c1ccco1)c1ccc(F)cc1 (stereo unspecified)
  0.0, 9, -1, -3, 15, 18, 4, 9, -0.3, 4, 4
42. CCOC(=O)c1[nH]c2ccccc2c1NC(=O)C1CCCC1
  0.0, -2, 5, -6, 8, -1, -9, 22, -1.2, 12, 5
43. COc1ccccc1N1CCN(C(=O)N2CCOCC2)CC1
  0.0, -2, -2, -5, 12, -10, -20, 6, 1.6, -2, 0
44. CCc1ccc(-n2c(SCC(=O)c3ccc4c(c3)NC(=O)CO4)nc3ccccc3c2=O)cc1
  -0.4, -9, 35, -1, 11, -4, -25, 9, -0.4, 10, 0
45. COc1ccc(N=c2oc3c(OC)cccc3cc2C(=O)NCc2ccco2)c(OC)c1
  -0.5, 0, 2, ., -50, -2, -18, -79, -0.4, 2, -5
46. CCOc1ccccc1/C=c1\sc2ncnn2c1=O
  0.5, -3, 19, -8, 13, -1, -12, 6, 0.1, -5, 0
47. Cc1ccc(-c2cc3nc(-c4ccccc4)cc(NCCCO)n3n2)cc1
  0.4, 15, ., -5, -31, -6, -27, -72, -0.7, 7, .
48. CC(=O)Nc1ccc(S(=O)(=O)N2CCN(C(C)CCc3ccccc3)CC2)cc1 (stereo unspecified)
  0.2, 1, 18, -5, 9, 1, 19, 2, 4.1, ., 2
49. CN(C)CCN(Cc1ccccc1)S(=O)(=O)c1csc(C(N)=O)c1
  0.1, -3, 3, -3, 0, -6, -11, 0, -0.8, 8, 4
50. CN(Cc1ccccc1)C(=O)c1[nH]cnc1C(=O)NC1CCN(C(=O)OC(C)(C)C)CC1
  0.1, -1, 15, -10, -5, -1, 19, 2, 0.9, 1, .
51. CN1CCN(C(=O)c2cc(=O)c3cc(Cl)ccc3o2)CC1
  -0.2, -8, -10, -14, 12, 4, -5, 7, 0.9, -1, 2
52. Oc1c(Br)cc(C2N=C(c3ccccc3)NO2)cc1Br (stereo unspecified)
  0.0, 0, 11, ., -189, -8, -90, -168, 2.7, -11, -2
53. Cc1ccc2c(c1)-c1c(ssc1=S)C(C)(C)N2C(=O)c1ccco1
  -0.6, -2, 8, -5, 15, 2, 7, 19, -0.1, -4, 8
54. CCC(Sc1nc2ccsc2c(=O)n1Cc1ccc(C(=O)O)cc1)C(=O)Nc1ccc(C)c(Cl)c1 (stereo unspecified)
  0.0, -6, 10, -7, 25, -6, -17, 20, 0.0, -2, 2
55. COc1ccc(S(=O)(=O)N2CC(C)OC(C)C2)cc1C(=O)N1CCCCC1 (stereo unspecified)
  -0.4, -5, 4, ., 1, -7, 9, 6, -0.4, ., 1
56. CCc1ccc(N(C(=O)CCC(=O)Nc2cc(C)on2)C(C(=O)NC(C)(C)C)c2ccc(OC)cc2)cc1 (stereo unspecified)
  0.0, -4, -3, -4, 7, -7, -3, 1, -0.7, -11, 2
57. O=C(O)C(Cc1ccccc1[N+](=O)[O-])N1C(=O)c2ccccc2C1=O (stereo unspecified)
  -0.3, -5, 3, -6, 5, 1, -9, 22, -1.1, -18, .
58. CCOC(=O)/C(N=Nc1sc(C(=O)OC)c(C)c1C(=O)OCC)=C(\O)CCl
  -0.1, 1, 9, -4, -5, 3, 4, -25, 3.9, -1, 2
59. COc1ccc(OC)c(/C=N/N2CCN(c3ccc(Cl)cc3)CC2)c1
  1.5, 14, -11, -5, -6, -6, 6, 5, 3.3, -7, 1
60. COc1cc(CC(NC(C)=O)C(=O)NC2CCN(C(=O)c3cc(OC)c(OC)c(OC)c3)CC2)cc(OC)c1 (stereo unspecified)
  -0.6, 5, 4, -5, 12, -6, -29, 13, 0.6, -4, -5
61. CCN1CCN(C(=O)C2CCN(Cc3nc(-c4cccc(Cl)c4)oc3C)CC2)CC1
  0.3, 20, ., -2, -4, ., 7, -4, -3.4, -2, 0
62. COc1cc(/C=C(/C#N)C(=O)NCCCc2ccccc2)ccc1OCC(=O)O
  0.0, 8, 10, 19, 24, -4, 15, 18, -0.2, ?, 2
